Screens deposited in PubChem by several laboratories.
LEDGF integ inh: blocks HIV-1 LEDGF/p75-dependent DNA integration. inhibition, % at 3.7 µM. 0.64% of 370,000 active. TR-FRET IN-LEDGF/p75 DNA integration, Eu/Cy5;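 active = inhibition above the screen-wide mean plus 3 SD, cut at about 13% in these data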;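 also: signal is the Cy5 over europium emission ratio at 671 and 618 nm; 0% = plate median of compound wells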
SIAE inh: blocks human sialic acid acetylesterase; Q9HAT2; SIAE FP-Rh probe binding, fluorescence polarization; inhibition, % at 9.66 µM; 0.69% of 370,000 active;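 active = inhibition above a cutoff: mean of compounds within the control limits plus 3 SD of those, cut at about 17% in these data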;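 also: 0% = plate median of compound wells and 100% = probe without SIAE protein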
ABHD4 inh: ABHD4 (mouse) inhibition, primary FP screen. Q8VD66. purified mABHD4, FP-Rh probe fluorescence polarization. inhibition, % at 8.92 µM. 0.54% of 370,000 active;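 active = inhibition exceeding the mean over every tested compound plus 3 SD, cut at about 30% in these data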;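 also: 0% = plate median of compound wells and 100% = S159A mutant with DMSO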
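assay system = mABHD4 protein | compound dosing = single nominal dose of 8.92 µM, 0.89% DMSO final | read-out basis = percent inhibition of probe binding, normalized to plate controls | schedule = Enzyme–compound pre-incubation 45 min, then probe 60 min, both 25 °C | detection = fluorescence polarization, excitation 525 nm, emission 598 nm, BODIPY TMR filters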
TCR CD3 inh: human TCR-CD3 binding inhibition; inhibition, % at 9.4 µM; TAMRA-labeled TCR probe fluorescence, biochemical; AID 651800; 0.37% of 360,000 active; in the data active = inhibition above about 19%;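 also: recombinant mutant TCR 2C K166C tagged with TAMRA read by polarization; 0% = receptor in buffer alone and 100% = receptor with positive control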
NPR2 activator: GC-B (human) receptor activation | P20594 | HEK293-GC-B cells, CNP EC30, cGMP TR-FRET; 0% at EC30 CNP, 100% saturating CNP | activation, % at 10 µM | 0.11% of 370,000 active;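 active = activation at 10 µM reaching about 35% in either raw or pattern-adjusted values, limit read from the data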
Target sequence (P20594 whole entry, looked up): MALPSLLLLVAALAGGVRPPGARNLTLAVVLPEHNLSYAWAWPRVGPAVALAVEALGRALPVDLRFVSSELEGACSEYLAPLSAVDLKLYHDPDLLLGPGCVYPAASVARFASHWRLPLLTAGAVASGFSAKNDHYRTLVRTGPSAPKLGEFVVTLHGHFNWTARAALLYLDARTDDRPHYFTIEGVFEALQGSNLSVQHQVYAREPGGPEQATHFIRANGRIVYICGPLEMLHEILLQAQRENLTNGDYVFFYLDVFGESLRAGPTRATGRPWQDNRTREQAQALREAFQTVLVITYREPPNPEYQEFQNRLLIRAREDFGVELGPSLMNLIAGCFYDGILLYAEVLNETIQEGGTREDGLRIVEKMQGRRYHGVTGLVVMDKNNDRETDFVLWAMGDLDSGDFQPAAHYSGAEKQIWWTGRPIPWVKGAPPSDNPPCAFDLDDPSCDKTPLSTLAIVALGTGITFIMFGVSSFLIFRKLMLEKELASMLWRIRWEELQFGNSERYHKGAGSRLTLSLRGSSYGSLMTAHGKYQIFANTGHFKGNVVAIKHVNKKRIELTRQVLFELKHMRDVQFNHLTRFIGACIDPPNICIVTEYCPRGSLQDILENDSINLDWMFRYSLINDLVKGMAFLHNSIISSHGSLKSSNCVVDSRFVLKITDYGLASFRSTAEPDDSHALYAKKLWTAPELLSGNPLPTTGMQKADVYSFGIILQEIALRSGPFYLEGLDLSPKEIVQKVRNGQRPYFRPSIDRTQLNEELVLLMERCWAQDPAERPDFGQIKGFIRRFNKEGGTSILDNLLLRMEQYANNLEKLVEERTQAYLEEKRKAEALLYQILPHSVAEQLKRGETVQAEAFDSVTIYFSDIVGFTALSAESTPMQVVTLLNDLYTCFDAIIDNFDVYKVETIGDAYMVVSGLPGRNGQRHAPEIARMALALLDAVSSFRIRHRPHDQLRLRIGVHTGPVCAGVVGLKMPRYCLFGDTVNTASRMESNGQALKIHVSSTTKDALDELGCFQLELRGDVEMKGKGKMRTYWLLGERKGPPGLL
rCAG binder: r(CAG) repeat RNA binding | TO-PRO-1 dye displacement fluorescence | inhibition, % at 3 µM | AID 651821 | 1.3% of 370,000 active;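 active = inhibition above the plate cutoff, the mean of all test compounds on that plate plus 3 SD, cut at about 35% in these data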;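 also: 0% = DMSO alone and 100% = 100 µM mitoxantrone as full dye displacement; higher means more dye released from RNA so lower well fluorescence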
MBD2 DNA inh: inhibitors of human MBD2 binding to methylated oligonucleotide. 0.31% of 370,000 active. TR-FRET. inhibition, % at 4.4 µM. Q9UBB5; in the data active = inhibition above about 13%
HTRA1 inhibitor: HTRA1 (human) protease inhibition; Q92743; recombinant HTRA1, FP-rhodamine activity-based probe, fluorescence polarization; AID 504803; inhibition, % at 5.96 µM; 0.5% of 340,000 active; in the data active = inhibition above about 36%;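 also: 0% = enzyme with DMSO and 100% = wells lacking enzyme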
TDP2 absorb: TDP2 (human) inhibition, absorbance primary screen; recombinant TDP2, T5PNP hydrolysis, p-nitrophenol absorbance 415 nm; inhibition, % at 12.8 µM; 0.34% of 370,000 active;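 active = inhibition above the mean of all tested compounds plus 3 SD, set per campaign, cut at about 25% in these data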;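 also: 0% = DMSO with enzyme and 100% = buffer with substrate but no TDP2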
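Test system: Human TDP2 enzyme | Reagent: 5 mM T5PNP | Compound dosing: 12.8 µM single point, 1% DMSO | Incubation: Enzyme reaction with compound for 2 h at 37 °C | Technique: p-Nitrophenol epi absorbance | Read-out: % inhibition relative to enzyme-containing and enzyme-free wells | Benchmarks: High control without enzyme, low control DMSO plus TDP2 | Replicates: Singlicate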
PRMT1 FP inh: PRMT1 (human) inhibition, primary screen. Q99873. recombinant PRMT1, activity-based probe fluorescence polarization. inhibition, % at 2.79 µM. 1.3% of 370,000 active. AID 652257;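 active = inhibition above about 21% made by adding two undisclosed values, limit read from the data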
* hit, by the source's call; . = no result given.

Screens in order: LEDGF integ inh	SIAE inh	ABHD4 inh	TCR CD3 inh	NPR2 activator	rCAG binder	MBD2 DNA inh	HTRA1 inhibitor	TDP2 absorb	PRMT1 FP inh
> O=C(c1c(Cl)nc2sccn12)N1CCN(c2cccc(Cl)c2)CC1
 : -1	-11	-17	11	-12	3	1	-10	-19	1
> Cc1ccc(SC(C)c2nc(-c3cccnc3)no2)cc1 (centres undefined)
 : 0	-6	-2	8	-2	-6	-4	-2	-5	1
> NC(=O)c1nsc(C(=O)N(c2cccc(F)c2)C(C(=O)NC2CCCC2)c2ccco2)c1N (centres undefined)
 : -1	-7	2	-6	-4	3	5	-4	0	1
> COc1ccc(C2C(C(C)=O)=C(C)Nc3ncnn32)c(OC)c1OC (centres undefined)
 : 0	1	-6	-6	6	-1	0	4	8	-4
> O=c1[nH]c(=O)c2cc([N+](=O)[O-])cc([N+](=O)[O-])c2[nH]1
 : 1	0	0	2	-2	0	-3	4	-4	-1
> O=C(CSc1nnnn1-c1ccccc1)NCc1ccco1
 : -2	-3	-8	6	7	9	-5	2	4	0
> Cc1oc(-c2ccccc2F)nc1CS(=O)(=O)CC(=O)NC1CCCC1
 : 0	4	-4	-3	1	-1	-7	6	0	-1
> O=C(CN1C(=O)NC2(CCCCCCC2)C1=O)NCc1ccc(F)cc1
 : -4	0	-2	4	2	1	-3	-6	4	1
> CCCC(=O)NC(C)c1nc2ccccc2[nH]1 (centres undefined)
 : 2	-1	-3	2	1	2	0	5	3	-2
> CCC(CC)NC(=O)COC(=O)CCC(=O)c1ccc(Cl)cc1
 : 1	1	4	0	-4	-8	3	-14	-6	2
> COc1ccc(CCNc2nncc(=O)[nH]2)cc1OC
 : 4	-7	-8	-3	0	2	-2	2	-19	-1
> Brc1ccc2ncnc(NCc3ccccc3)c2c1
 : 1	5	-10	6	9	-1	-3	-18	3	-3
> CN1CCCN(c2cc(-c3ccc4ccccc4c3)nc3ccnn23)CC1
 : 4	4	3	5	-2	5	4	.	0	-2
> COc1ccc(NC(=O)COC(=O)Cc2ccccc2[N+](=O)[O-])cc1OC
 : -2	0	4	1	4	0	4	6	-5	1
> O=S(=O)(/C=C/c1cccc(Br)c1)N1CCOCC1
 : 2	-1	-5	9	2	0	-1	0	-7	1
> COc1ccc(NC(=O)Nc2cc(C)ccc2OC(F)F)c(OC)c1
 : 1	14	-2	-10	-2	-2	6	-12	2	2
> O=C(O)c1cccc(NC(=O)c2ccccc2NC(=O)c2cccs2)c1
 : 0	-6	-5	3	-1	5	0	1	5	4
> Cc1ccc(Nc2nc(N)nc(CN3CCN(C)CC3)n2)cc1
 : -1	3	-6	5	0	-2	0	6	13	0
> N#CCc1nc(CSc2nc3ccccc3o2)cs1
 : 5	0	-11	-3	2	5	6	-2	-4	2
> Nc1nc(-c2ccc(Br)s2)c(Br)s1
 : 0	8	-6	5	-3	7	-1	0	3	3
> Cc1ccc(C)c(S(=O)(=O)N2CCCC2CNC(=O)C(=O)NCC2CCCO2)c1 (centres undefined)
 : -2	4	2	-12	-4	-6	-2	-2	-5	4
> COC(=O)C(NC(=O)C(NC(=O)c1ccccc1)C(C)C)C(C)C (centres undefined)
 : 7	4	0	-2	-2	-3	2	3	-1	-3
> Cc1nc2sccn2c1-c1nc(-c2cc3ccccc3o2)cs1
 : 4	-10	3	-5	-5	5	4	-16	-2	1
> CC(C)(CO)CNC(=O)c1ccc(OC2CCN(C(=O)C3CC3)CC2)cc1
 : 5	6	0	-2	0	-6	-3	-3	1	-4
> Cc1cccc(N(C(=O)c2snc(C(N)=O)c2N)C(C)C(=O)NCC2CCCO2)c1 (centres undefined)
 : 0	-5	-4	0	-7	-6	-3	2	13	0
> O=C(CN1CCN(Cc2ccccc2)CC1)N/N=C/c1cccs1
 : -1	0	-1	-2	-2	-4	-6	5	12	1
> CCOc1ccc(-n2ccnc(SCC(=O)NCc3cccc(OC)c3)c2=O)cc1
 : 1	-1	1	3	-1	-4	0	-3	3	9
> COc1cc(-c2nnc(Cn3cc(C(F)(F)F)ccc3=O)o2)cc(OC)c1OC
 : -1	8	-2	0	-2	1	-5	2	-2	0
> CC(=O)c1c(C)[nH]c(C(=O)OCc2ccc(F)cc2Cl)c1C
 : 2	0	-2	2	5	-5	6	-5	-6	-3
> O=C(CSCc1nc2ccccc2[nH]1)Nc1ccc2ccccc2c1
 : 0	1	1	3	-8	5	-4	-16	-7	3
> CCOc1cc(NC(=S)Nc2cccc(OC)c2)c(OCC)cc1NC(=O)C1CC1
 : 2	10	20	5	3	9	1	3	-13	12
> COc1ccc(N2CCN(C(=O)COC(=O)c3cccc(S(=O)(=O)Nc4cccc(C)c4)c3)CC2)cc1
 : -2	6	-10	0	-7	7	-6	-7	1	3
> O=C(NCC1CCCO1)c1cc(-c2ccncc2)nc2ccccc12 (centres undefined)
 : -3	7	2	1	-8	-2	3	-10	-9	1
> Cc1cc(C)c(S(=O)(=O)Nc2ccc(C(=O)O)cc2)cc1S(=O)(=O)Nc1ccc(C(=O)O)cc1
 : -4	-4	-1	-3	5	1	4	-2	8	3
> Cc1ccc2c(c1)C(c1ccccc1)N(C(=O)CC(C)C)CC(=O)N2 (centres undefined)
 : -1	-2	-6	-2	5	-7	-6	-1	-19	-5
> Cc1cccn2c(=O)c3cc(C(=O)NCC(C)C)sc3nc12
 : -3	-6	3	0	3	0	9	8	15	5
> CCOC(=O)C(C)(C)n1nnc(-c2ccc([N+](=O)[O-])cc2)n1
 : 0	-2	3	9	0	-2	-3	1	6	0
> Cc1ccc2nc(SCC(=O)N3CCC(C)CC3)nc(=O)n2c1
 : -3	-4	-1	3	1	-4	-1	1	-18	-1
> O=C(OCC(=O)N1CCN(C(=O)c2ccco2)CC1)c1ccccc1Cc1ccccc1
 : -1	-12	-3	5	-5	-6	0	7	-5	-2
> O=C1NC(c2ccccc2)Cc2ccncc21 (centres undefined)
 : -1	6	4	-4	-2	0	5	3	-1	-2
> Cn1c(=O)cc(SCC(=O)NCc2ccco2)c2ccccc21
 : 0	1	1	-2	0	-2	0	16	5	4
> Cc1ccc(C)c(NC(=S)NCCc2c[nH]c3ccccc23)c1
 : 3	8	0	6	-4	3	1	3	4	5
> Cn1nc(CC(=O)NCc2ccc(C(F)(F)F)cc2)c2ccccc2c1=O
 : -5	-2	0	2	2	2	3	0	9	2
> NC(=O)c1c(NC(=O)C(=O)N2CCOCC2)sc2c1CCCC2
 : -3	2	13	-3	0	0	4	4	14	4
> Cc1ccc(C(=O)NCCC(=O)N2CCOCC2)cc1
 : 2	2	-5	3	-3	3	1	2	-18	-3
> CC(NC(=O)C1CCC1)c1ccc2c(c1)OCO2 (centres undefined)
 : 1	-8	1	2	0	1	-2	2	-8	-5
> CCCCc1cc(=O)oc2c3c(cc(OCC(=O)N4CCC[C@H]4C(=O)O)c12)OC(C)(C)CC3
 : -1	-6	-5	3	-2	22	0	8	-8	1
> Cc1nc2cc(NC(=O)N3CCN(c4ccccn4)CC3)ccc2o1
 : 1	1	1	-1	0	-3	0	-5	1	2
> COc1ccccc1N1CCN(C(=O)CN(C)S(=O)(=O)c2cc(C)ccc2OC)CC1
 : -2	-6	-1	6	8	-5	4	1	-4	2
> Cc1cc2c(cc1C)-n1nnnc1C(N(C)Cc1ccccc1)C(=O)N2 (centres undefined)
 : 1	1	0	2	-3	3	-3	.	-5	-1
> CC(C1CCN(Cc2cn(C)nc2-c2cccc(Cl)c2)CC1)N1CCOCC1 (centres undefined)
 : -2	-6	3	-4	9	-11	3	5	-4	4
> Cc1cc(C)c(NC(=O)COC(=O)c2nc3nccc(C)n3n2)c(Cl)c1
 : -4	3	6	6	-1	4	1	6	13	0
> NS(=O)(=O)c1ccc(NC(=S)NC(=O)C2CCCC2)cc1
 : -3	4	-4	-10	-1	0	0	1	-10	3

Copied from the entries so far, 17 compounds:
Screens in order: LEDGF integ inh	SIAE inh	ABHD4 inh	TCR CD3 inh	NPR2 activator	rCAG binder	MBD2 DNA inh	HTRA1 inhibitor	TDP2 absorb	PRMT1 FP inh
> COc1ccc(NC(=O)COC(=O)Cc2ccccc2[N+](=O)[O-])cc1OC
 : -2	0	4	1	4	0	4	6	-5	1
> O=S(=O)(/C=C/c1cccc(Br)c1)N1CCOCC1
 : 2	-1	-5	9	2	0	-1	0	-7	1
> COc1ccc(NC(=O)Nc2cc(C)ccc2OC(F)F)c(OC)c1
 : 1	14	-2	-10	-2	-2	6	-12	2	2
> O=C(O)c1cccc(NC(=O)c2ccccc2NC(=O)c2cccs2)c1
 : 0	-6	-5	3	-1	5	0	1	5	4
> Cc1ccc(Nc2nc(N)nc(CN3CCN(C)CC3)n2)cc1
 : -1	3	-6	5	0	-2	0	6	13	0
> N#CCc1nc(CSc2nc3ccccc3o2)cs1
 : 5	0	-11	-3	2	5	6	-2	-4	2
> Nc1nc(-c2ccc(Br)s2)c(Br)s1
 : 0	8	-6	5	-3	7	-1	0	3	3
> Cc1ccc(C)c(S(=O)(=O)N2CCCC2CNC(=O)C(=O)NCC2CCCO2)c1 (centres undefined)
 : -2	4	2	-12	-4	-6	-2	-2	-5	4
> COC(=O)C(NC(=O)C(NC(=O)c1ccccc1)C(C)C)C(C)C (centres undefined)
 : 7	4	0	-2	-2	-3	2	3	-1	-3
> Cc1nc2sccn2c1-c1nc(-c2cc3ccccc3o2)cs1
 : 4	-10	3	-5	-5	5	4	-16	-2	1
> CC(C)(CO)CNC(=O)c1ccc(OC2CCN(C(=O)C3CC3)CC2)cc1
 : 5	6	0	-2	0	-6	-3	-3	1	-4
> Cc1cccc(N(C(=O)c2snc(C(N)=O)c2N)C(C)C(=O)NCC2CCCO2)c1 (centres undefined)
 : 0	-5	-4	0	-7	-6	-3	2	13	0
> O=C(CN1CCN(Cc2ccccc2)CC1)N/N=C/c1cccs1
 : -1	0	-1	-2	-2	-4	-6	5	12	1
> CCOc1ccc(-n2ccnc(SCC(=O)NCc3cccc(OC)c3)c2=O)cc1
 : 1	-1	1	3	-1	-4	0	-3	3	9
> COc1cc(-c2nnc(Cn3cc(C(F)(F)F)ccc3=O)o2)cc(OC)c1OC
 : -1	8	-2	0	-2	1	-5	2	-2	0
> CC(=O)c1c(C)[nH]c(C(=O)OCc2ccc(F)cc2Cl)c1C
 : 2	0	-2	2	5	-5	6	-5	-6	-3
> O=C(CSCc1nc2ccccc2[nH]1)Nc1ccc2ccccc2c1
 : 0	1	1	3	-8	5	-4	-16	-7	3

Part of the list above, with bars between the fields.
smiles | LEDGF integ inh | SIAE inh | ABHD4 inh | TCR CD3 inh | NPR2 activator | rCAG binder | MBD2 DNA inh | HTRA1 inhibitor | TDP2 absorb | PRMT1 FP inh
Cc1nc2cc(NC(=O)N3CCN(c4ccccn4)CC3)ccc2o1 | 1 | 1 | 1 | -1 | 0 | -3 | 0 | -5 | 1 | 2
Cc1cc2c(cc1C)-n1nnnc1C(N(C)Cc1ccccc1)C(=O)N2 (centres undefined) | 1 | 1 | 0 | 2 | -3 | 3 | -3 | . | -5 | -1

A portion of the library. The share of hits here may be higher or lower than overall.
